High-throughput results (PubChem)
TSG101-PTAP inh = blocks PTAP/TSG101 interaction to inhibit HIV-1 budding; AID 493005; Fluorescence polarization, FITC-PTAP peptide / Tsg101 binding; Q99816; 340,000 tested, under 10 active; Potency, µM (titrated, usually from 115 µM), for the others: at the top dose activity change, negative = inhibition, usual class: inhibitors; active = well fitted inhibition curve with a large enough effect in the main read-out, with a control signal flat, not every such curve was filed as active; inconclusive = small, poorly fitted or top-dose-only effect, or effect the other way, or a change in a side signal; inactive = no such curve, though single readings can be large or run the other way; note: potency is the fitted concentration of half-maximal effect; % of control where 0% means no effect
Target sequence (Q99816 whole entry, looked up): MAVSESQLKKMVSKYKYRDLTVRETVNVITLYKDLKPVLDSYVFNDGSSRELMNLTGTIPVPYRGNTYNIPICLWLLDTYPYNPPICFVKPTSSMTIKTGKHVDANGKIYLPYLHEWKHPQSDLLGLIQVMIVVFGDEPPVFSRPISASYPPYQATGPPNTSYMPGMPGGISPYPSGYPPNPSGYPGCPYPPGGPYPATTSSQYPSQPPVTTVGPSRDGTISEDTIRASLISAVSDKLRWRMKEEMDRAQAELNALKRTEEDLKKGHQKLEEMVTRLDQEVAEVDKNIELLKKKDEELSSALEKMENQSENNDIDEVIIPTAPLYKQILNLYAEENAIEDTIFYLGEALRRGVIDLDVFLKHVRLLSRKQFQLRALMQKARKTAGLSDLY
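Tsg101 binding domain (10 uM final) was mixed with compound and a FITC-labeled PTAP peptide (50 nM final) in HEPES pH 7.5 buffer with NaCl, Tween 20, EDTA and TCEP; fluorescence polarization was read after 20 min at r.t.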
A-T KAP1 phos = candidate therapy for ataxia-telangiectasia. […] A-T fibroblasts, KAP-1 phosphorylation AlphaLISA; neocarzinostatin DNA damage 30 min before lysis. Potency, µM (top dose mostly 57.5 µM), inactives show at the highest dose activation, actives largely listed as activators. 0.19% of 320,000 active; note: potency is the fitted concentration of half-maximal effect; % of control where 0% means no effect; nearly all actives have a fitted effect of over 45% in size
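hTERT-immortalized A-T patient fibroblasts ([…]), 500 cells/well in OPTI-MEM, 1% FBS, got compounds for 60 min, then NCS for 30 min at 37C. Lysates were then assayed for phospho-KAP-1 by AlphaLISA (anti-pKAP1 donor, anti-KAP1 acceptor beads), 6 hr at 25C.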
a7 integrin act = activates integrin-mediated alleviation for muscular dystrophy; alpha7betagal myoblasts, beta-gal FDG fluorescence, 48 h; AID 624291; Potency, µM (doses to about 38.3 µM), without a hit: at the highest dose activation, hits mostly activators; 0.064% of 350,000 active;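 note: potency is the fitted concentration of half-maximal effect; 100% = response of the positive control SU9516; nearly all actives have a fitted effect of over 60% in size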
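alpha7betagal+/- myoblasts (passage 13, 250/well) treated 48 h at 37C with compounds at 1:260 dilution of DMSO stock. Lysed, then beta-galactosidase activity read as FDG fluorescence (ex 480/em 540) after 30 min, with pre-read for autofluorescence.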
TCR act = T cell receptor activation. AID 504894. 330,000 tested, under 10 active. Potency, µM (top dose mostly 9.22 µM), for inactives: at the highest dose activation of IL-2 secretion, most hits filed as activators. primary human leukocytes, anti-CD3, IL-2 HTRF, 48 h; note: % of control where 0% means no effect
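TCR engagement came from a-CD3 beads alone, with compounds added to primary human leukocytes for 48 hr. Secreted IL-2 bridged europium cryptate- and d2-labelled anti-IL-2 antibodies, giving FRET emission at 665nm after 320nm excitation.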
p53 reactivator = mutant p53 re-activation in reporter cells. H1299 p53-A138V BP100-luciferase reporter, luminescence, 24 h. Potency, µM (doses to about 92.2 µM), for the others: top-dose activity change, positive = activation, hits mostly activators. 0.063% of 320,000 active; note: potency is the fitted concentration of half-maximal effect; % of control where 0% means no effect; nearly all actives have a fitted effect of over 45% in size
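p53-null H1299 cells stably carrying temperature-sensitive p53-A138V and a BP100-luciferase reporter were pinned with compounds (4-point, 1:5 series) and held 24 hrs at 37 deg C. Luminescence was read 10 min after detection reagent.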
BRCA1 expr up = BRCA1 expression activation; AID 624202; MCF7-BRCA1-FFLuc reporter, luminescence, 48 h; response scale: scaled: vehicle 0%, 10 µM genistein 100%; 1.1% of 380,000 active; Potency, µM (series often up to 46.1 µM), for inactives: at the highest dose activation, actives largely listed as activators; note: potency is the fitted concentration of half-maximal effect; nearly all actives have a fitted effect of over 80% in size; some results filed as inactive show a strong effect at the top dose
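MCF7 cells carrying a BRCA1-firefly luciferase reporter (2000 cells/well, phenol-red free MEM) were attached for 2 h at 37 °C, then given compounds for 48 h. Luminescence was read 15 min after luciferase reagent; activity normalized to genistein (10 microM) and DMSO.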
B2AR arrestin = beta2AR (human) beta-arrestin recruitment activity; P07550; beta-arrestin recruitment to beta2AR, cell-based reporter; Potency, µM (top dose mostly 46.1 µM), for inactives: at the highest dose activation, usual class: activators; 0.02% of 330,000 active; AID 492947;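 note: potency is the fitted concentration of half-maximal effect; 0% = DMSO controls and full agonism = EC100 isoproterenol or metaproterenol; nearly all actives have a fitted effect of over 65% in size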
Target sequence (P07550 whole entry, looked up): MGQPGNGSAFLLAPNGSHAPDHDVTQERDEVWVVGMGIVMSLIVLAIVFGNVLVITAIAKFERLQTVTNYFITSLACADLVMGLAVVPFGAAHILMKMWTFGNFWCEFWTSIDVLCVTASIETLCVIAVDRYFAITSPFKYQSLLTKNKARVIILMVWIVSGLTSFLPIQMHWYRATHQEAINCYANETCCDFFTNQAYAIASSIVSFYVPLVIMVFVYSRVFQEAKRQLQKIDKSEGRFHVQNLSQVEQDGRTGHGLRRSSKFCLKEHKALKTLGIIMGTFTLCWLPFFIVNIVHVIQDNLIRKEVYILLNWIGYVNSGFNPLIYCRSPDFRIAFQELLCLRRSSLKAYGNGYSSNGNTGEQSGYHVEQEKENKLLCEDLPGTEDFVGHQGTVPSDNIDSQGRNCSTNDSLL
ELG1 repair inh = inhibitors of ELG1-dependent DNA repair in HEK293T cells. HEK293T ELG1-luciferase reporter, luminescence, 16 h; DNA damage induced by 5-fluorouridine. Potency, µM (titrated, usually from 46.1 µM), for inactives: at the highest dose activity change, negative = inhibition, usual class: inhibitors. 2.3% of 330,000 active; note: potency is the fitted concentration of half-maximal effect; % is set by controls: 0 for no effect and ±100 for the full control effect; nearly all actives have a fitted effect of over 55% in size
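5-Fluorouridine DNA damage + compound/DMSO, 2,000 cells/well, 16 h, 37 °C/5% CO2. ONE-Glo, 30 min RT, luminescence. Readout = decrease in reporter signal.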
CXXC DNA block = MLL CXXC-DNA interaction inhibition | 0.037% of 290,000 active | Q03164 | Potency, µM (highest dose often 115 µM), inactives show top-dose activity change, negative = inhibition, actives largely listed as inhibitors | AID 2662 | MLL-CXXC / FITC-HOXA9 DNA fluorescence polarization; active = well fitted inhibition curve with a large enough effect in the polarisation, with a control signal flat, not every such curve was filed as active; inconclusive = small, poorly fitted or top-dose-only effect, or effect the other way, or a change in a side signal; inactive = no such curve, though single readings can be large or run the other way; the % refers to the polarisation; note: potency is the fitted concentration of half-maximal effect
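Steps: dispense CXXC domain solution (7 uM) → pin compounds or unlabeled HOX-A9 DNA control → 5 min ambient → add FLSN-HOX-A9 solution (50 nM) → spin → 30 min ambient → fluorescence polarization. Tris pH 7.5/NaCl/DTT/BSA buffer.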
TRPV1 ag = human TRPV1 agonism | TRPV1-expressing cells, Fluo-8 calcium influx, agonist mode | activation, % at 8.33 µM | Q8NER1 | 0.19% of 320,000 active; in the data active = activation above about 80%; inconclusive = between about 30% and that limit; note: 0% is about no effect
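TRPV1-expressing cells were cultured overnight at 35.5C and loaded with Fluo-8 calcium dye for 40 to 90 min at room temperature. After a 10 s baseline, compound was added and calcium influx was read kinetically for 3 min (ex 480/em 520 nm).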
Numbers without * were called inactive; u = inconclusive; x = not tested or not shown; [ ] = remark or other dose. Unless noted, calls come from the whole dose curve; as a rule, active = well fitted curve in the direction sought with a large enough effect; inconclusive = small, poorly fitted or top-dose-only effect, or another doubt; inactive = no such curve, though single readings can be large; an effect the other way counts as inactive or inconclusive.

[1] CCCCCCSc1ccc([C@@H]2[C@@H]3C(=O)N(C)C(=O)[C@@H]3[C@]3(C(=O)OC)CCCCN23)cc1OC
[2] COCCNC(=O)c1ccc(N2CC3CC(C2)c2cccc(=O)n2C3)c(NC(=O)c2cc(OC)cc(OC)c2)c1 (stereo not given)
[3] CCOP1(=O)OCC2OC(n3cnc4c(N)ncnc43)C(O)C2O1 (stereo not given)
[4] CSc1ccccc1NC(=O)c1cnc2scc(C)n2c1=O
[5] COc1ccc(C(=O)Nc2ccnn2C2CCN(C(=O)CCC(F)(F)F)CC2)cc1
[6] CCCOc1ccc(N2C(=O)C3C4C=CC(CC4)C3C2=O)cc1 (stereo not given)
[7] O=C(NCc1ccccn1)C1CCN(S(=O)(=O)c2ccc(Br)cc2)CC1
[8] CC(=O)Nc1cccc(C(=O)OC(C(=O)c2ccc(C)cc2)c2ccccc2)c1 (stereo not given)
[9] CCCCNC(=S)NCC(c1ccccc1)c1c[nH]c2ccccc12 (stereo not given)
[10] O=C(NC1(C(F)(F)F)NC(=O)N(Cc2cccnc2)C1=O)c1ccccc1Cl (stereo not given)

assay / compound	1	2	3	4	5	6	7	8	9	10
CXXC DNA block	x	-4%	1%	1%	14%	2%	u	0%	-14%	-3%
a7 integrin act	-16%	32%	15%	14%	15%	5%	u	-60%[inhibitor]	0%	u
ELG1 repair inh	-2%	u	4%	u	u	-4%	7%	-25%	-28%	-3%
A-T KAP1 phos	u	0%	2%	x	5%	-3%	12%	1%	-4%	7%
BRCA1 expr up	0%	20%	3%	35%	28%	13%	10%	3%	-91%[inhibitor]	-5%
TSG101-PTAP inh	-6%	-7%	0%	-4%	1%	-2%	-3%	-1%	2%	-2%
p53 reactivator	-10%	21%	2%	22%	u	0%	-16%	0%	12%	-4%
TCR act	0%	-9%	-2%	5%	-8%	-1%	-9%	4%	3%	-1%
B2AR arrestin	-0.1%	-0.1%	-0.6%	-0.2%	0.4%	-0.2%	-0.3%	0.7%	-0.7%	0.0%
TRPV1 ag	5	3	0	7	4	0	-1	1	u	2

Quoted from above, nos. 1–2
[1] CCCCCCSc1ccc([C@@H]2[C@@H]3C(=O)N(C)C(=O)[C@@H]3[C@]3(C(=O)OC)CCCCN23)cc1OC
[2] COCCNC(=O)c1ccc(N2CC3CC(C2)c2cccc(=O)n2C3)c(NC(=O)c2cc(OC)cc(OC)c2)c1 (stereo not given)

assay / compound	1	2
CXXC DNA block	x	-4%
a7 integrin act	-16%	32%
ELG1 repair inh	-2%	u
A-T KAP1 phos	u	0%
BRCA1 expr up	0%	20%
TSG101-PTAP inh	-6%	-7%
p53 reactivator	-10%	21%
TCR act	0%	-9%
B2AR arrestin	-0.1%	-0.1%
TRPV1 ag	5	3

More entries:
[11] Cc1cc(OCC(=O)N2CCOCC2)ccc1NC(=O)c1ccccc1C
[12] O=C(O)c1ccccc1C1c2ccccc2Oc2ccccc21
[13] CCN(CC)C(=O)[C@H]1CC(CC(=O)NCc2ccc(OC)c(OC)c2)C(=O)N2CCc3c([nH]c4ccc(OC)cc34)[C@]12C (stereo not given in full)
[14] CCOc1ccc(C2C(C(C)=O)=C(O)C(=O)N2CCc2c[nH]c3ccccc23)cc1 (stereo not given)
[15] CC/C(=N\n1nnnc1Nc1ccccc1)c1ccccc1
[16] COc1ccc(-c2nnn(CC(=O)N(c3cccc(O)c3)C(C)C(=O)NC3CCCC3)n2)cc1OC (stereo not given)
[17] Cc1cc(-n2c(C)cc(C(=O)CSc3ncnc4ccccc34)c2C)no1
[18] CC(Oc1cccc2cccnc12)C(=O)N/N=C/c1ccc2c(c1)OCO2 (stereo not given)
[19] CC(C)(C)NC(=O)Nc1ccc(F)c(Cl)c1
[20] CC(C)c1ccc(N(C(=O)c2cc3ccccc3oc2=O)C2C=CS(=O)(=O)C2)cc1 (stereo not given)

assay / compound	11	12	13	14	15	16	17	18	19	20
CXXC DNA block	-10%	x	x	6%	-7%	-1%	1%	x	2%	-3%
a7 integrin act	8%	8%	8%	-20%	-2%	0%	-50%[inhibitor]	21%	-2%	-43%
ELG1 repair inh	u	x	-2%	-8%	u	-22%	-12%	x	0%	u
A-T KAP1 phos	35%	x	-3%	-5%	-2%	6%	-1%	x	4%	1%
BRCA1 expr up	53%	-29%	-7%	16%	0%	-30%	-79%	-32%	-2%	-11%
TSG101-PTAP inh	-4%	-4%	-3%	0%	-7%	-8%	-8%	-5%	-2%	-9%
p53 reactivator	4%	x	-2%	1%	-2%	-3%	20%	x	3%	5%
TCR act	1%	3%	0%[46.1 µM]	-6%	2%[46.1 µM]	-26%	-1%	1%	-1%	-3%[46.1 µM]
B2AR arrestin	-1.0%	x	-0.5%	0.0%	3.7%	-0.1%	-0.2%	x	-0.5%	-1.0%
TRPV1 ag	0	x	x	-4	22	4	0	x	u	0

[21] Cc1ccc(C)c(N2N=C(C(=O)OCC(=O)N(C)c3ccccc3)CCC2=O)c1
[22] O=c1[nH]c2ccccc2nc1/C=C(\O)c1cccs1
[23] NC(=O)NC(=O)CSc1nc(C2CCCCC2)n(-c2ccccc2)n1
[24] CCCCN(CCCC)C(=S)NC(=O)C(C)(C)C
[25] COc1cccc(NC(=O)Cc2nnc(SCC(=O)NC3=NCCS3)n2C)c1
[26] COC(=O)N/N=C/c1cn(Cc2ccc(F)cc2)c2ccccc12
[27] Cc1ccc(S(=O)(=O)Nc2c(Cl)c(Cl)c(O)c3ccccc23)cc1
[28] S=C(Nc1ccc(Cl)cc1)N(CCCN1CCOCC1)Cc1ccco1
[29] O=C(COC(=O)c1ccc(F)c(S(=O)(=O)N2CCOCC2)c1)NCc1ccc(Cl)cc1
[30] COc1ccc(OCc2cc(C(=O)NC(C)Cn3cncn3)no2)c(Cl)c1 (stereo not given)

assay / compound	21	22	23	24	25	26	27	28	29	30
CXXC DNA block	x	u	2%	15%	-10%	-8%	u	9%	x	-1%
a7 integrin act	-5%	5%	-2%	-16%	0%	8%	x	-10%	5%	22%
ELG1 repair inh	3%	u	3%	-1%	7%	0%	-11%	2%	-1%	u
A-T KAP1 phos	-1%	9%	1%	-4%	-5%	-1%	6%	1%	-1%	7%
BRCA1 expr up	-9%	66%	-10%	-22%	-4%	-41%	x	-19%	2%	100%
TSG101-PTAP inh	2%	u	1%	-1%	-2%	-2%	x	-2%	0%	x
p53 reactivator	2%	17%	-7%	0%	1%	-2%	-91%[inhibitor]	-14%	-3%	u
TCR act	-50%	-2%	-2%[46.1 µM]	1%[46.1 µM]	-19%	11%	x	4%	2%	-11%
B2AR arrestin	-0.1%	0.4%	-1.7%	-0.5%	-0.3%	0.2%	3.9%	0.1%	-0.7%	-0.7%
TRPV1 ag	1	u	13	5	-2	3	-3	7	x	-4

Sorted by length of the SMILES (descending): five of the compounds above.
[29] O=C(COC(=O)c1ccc(F)c(S(=O)(=O)N2CCOCC2)c1)NCc1ccc(Cl)cc1
[21] Cc1ccc(C)c(N2N=C(C(=O)OCC(=O)N(C)c3ccccc3)CCC2=O)c1
[27] Cc1ccc(S(=O)(=O)Nc2c(Cl)c(Cl)c(O)c3ccccc23)cc1
[25] COc1cccc(NC(=O)Cc2nnc(SCC(=O)NC3=NCCS3)n2C)c1
[22] O=c1[nH]c2ccccc2nc1/C=C(\O)c1cccs1

assay / compound	29	21	27	25	22
CXXC DNA block	x	x	u	-10%	u
a7 integrin act	5%	-5%	x	0%	5%
ELG1 repair inh	-1%	3%	-11%	7%	u
A-T KAP1 phos	-1%	-1%	6%	-5%	9%
BRCA1 expr up	2%	-9%	x	-4%	66%
TSG101-PTAP inh	0%	2%	x	-2%	u
p53 reactivator	-3%	2%	-91%[inhibitor]	1%	17%
TCR act	2%	-50%	x	-19%	-2%
B2AR arrestin	-0.7%	-0.1%	3.9%	-0.3%	0.4%
TRPV1 ag	x	1	-3	-2	u

Continued:
[31] COc1ccc(-c2nnc(NC(=O)Cc3ccccc3)s2)c(OC)c1
[32] O=C(Nc1ccncc1)c1ccccc1-c1ccccc1
[33] COc1cccc(-c2sc3ccc(OC)cc3c2-c2ccc(OCCN3CCCCC3)cc2)c1
[34] CO/N=C(\CS(=O)(=O)Cc1ccc(OC)cc1)c1ccc(Cl)cc1
[35] COc1ccc(C(=O)Oc2ccc3oc(=O)sc3c2)cc1
[36] Cc1cc(O)cc2c(=O)c3ccccc3sc12

assay / compound	31	32	33	34	35	36
CXXC DNA block	6%	15%	x	-12%	115%[activator]	11%
a7 integrin act	-13%	-41%	-42%	-14%	-27%	20%
ELG1 repair inh	18%	3%	u	4%	u	u
A-T KAP1 phos	-6%	2%	4%	9%	-4%	-3%
BRCA1 expr up	-1%	-9%	-15%	-7%	4%	32%
TSG101-PTAP inh	0%	-4%	-5%	-9%	-5%	-1%
p53 reactivator	4%	0%	0%	10%	28%	2%
TCR act	-2%	-3%	13%[46.1 µM]	x	0%	7%
B2AR arrestin	-0.3%	0.0%	-1.3%	-0.3%	-0.2%	0.0%
TRPV1 ag	-2	2	x	2	8	-1
